High-throughput results from PubChem BioAssay.
L929 necroptosis = inhibitors of zVAD-triggered necroptosis, primary screen, L929 cells. L929 zVAD necroptosis rescue, ATP luminescence, 24 h; with zVAD 60 µM. viability rescue, % at 10 µM. 220,000 compounds, 0.38% hits. AID 1377, 2008;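 active = activation, scaled between plate controls, above about 75%, limit read from the data; inactive = activation under that limit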;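 also: 0% = zVAD with DMSO and 100% = DMSO alone without zVAD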
TNF necrop inh = inhibitors of TNF-alpha triggered necroptosis, primary screen, cell-based, Jurkat FADD-/-, single concentration | activation (protection from cell death), % at 10 µM | 220,000 compounds, 0.068% hits | Jurkat FADD-/- TNF necroptosis rescue, ATP luminescence, 24 h; 0 = TNF only, 100 = no-TNF cells;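 active = activation, meaning protection from cell death, of at least 50% relative to plate controls; inactive = activation below 50%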;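 also: necroptosis triggered by 40 ng/mL TNF-alpha added together with compound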
Hck Nef HTS = inhibitors of Nef-activated human Hck kinase, primary screen, biochemical, Z-Lyte FRET, 384-well, Hck-YEEI; inhibition, % at 20 µM; 220,000 compounds, 0.68% hits; Tyrosine-protein kinase HCK (Homo sapiens), P08631; Recombinant Hck-YEEI plus Nef, Z-Lyte FRET kinase assay;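 active = Hck-Nef kinase inhibition above about 50%, limit read from the data; inactive = inhibition below that limit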;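 also: 0% = DMSO with Hck plus Nef and 100% = Hck alone without Nef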
Target sequence (P08631 whole entry, looked up): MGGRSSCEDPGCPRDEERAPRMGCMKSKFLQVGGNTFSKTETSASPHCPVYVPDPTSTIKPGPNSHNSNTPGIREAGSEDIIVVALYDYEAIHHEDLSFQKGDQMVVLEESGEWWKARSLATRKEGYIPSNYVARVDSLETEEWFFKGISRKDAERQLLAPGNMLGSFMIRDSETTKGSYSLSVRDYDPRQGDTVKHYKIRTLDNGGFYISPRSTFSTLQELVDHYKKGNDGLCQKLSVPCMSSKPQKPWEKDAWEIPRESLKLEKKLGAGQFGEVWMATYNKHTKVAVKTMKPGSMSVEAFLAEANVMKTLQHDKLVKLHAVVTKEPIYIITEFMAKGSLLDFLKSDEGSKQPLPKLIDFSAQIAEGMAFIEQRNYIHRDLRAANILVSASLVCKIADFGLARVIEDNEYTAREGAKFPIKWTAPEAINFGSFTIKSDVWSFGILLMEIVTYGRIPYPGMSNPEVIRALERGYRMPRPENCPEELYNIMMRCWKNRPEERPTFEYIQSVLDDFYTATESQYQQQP
RBBP9 inhibitor = human RBBP9 inhibitors, primary screen, biochemical, fluorescence polarization, FP-Rh probe, HTS | Serine hydrolase RBBP9 (Homo sapiens), O75884 | recombinant RBBP9 | inhibition, % at 7.94 µM | 220,000 compounds, 0.2% hits;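 active = inhibition above the campaign mean of all tested compounds plus 3 SD, cut at about 14% in these data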;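 also: plate controls were DMSO wells with RBBP9 for no effect and wells lacking RBBP9 protein for full effect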
Target sequence (O75884 whole entry, looked up): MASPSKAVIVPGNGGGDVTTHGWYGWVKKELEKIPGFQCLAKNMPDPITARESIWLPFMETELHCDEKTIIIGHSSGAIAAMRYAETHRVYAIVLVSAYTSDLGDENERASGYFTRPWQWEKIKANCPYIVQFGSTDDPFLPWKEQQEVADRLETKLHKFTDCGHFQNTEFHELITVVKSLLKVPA
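System: RBBP9 protein / Quantity: 2.5 µM RBBP9 dispensing solution, before mixing / Also added: Serine-hydrolase probe FP-Rh, 375 nM pre-mixing / Dosing: 7.94 µM single dose, 0.794% DMSO / Timing: enzyme-compound preincubation 30 min, then probe labeling 45 min, 25 °C / Signal: FP readout at 525/598 nm / Controls: DMSO-treated enzyme wells and wells lacking RBBP9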
PERK inh = block of dimerizer-induced PERK translation repression, primary screen, PERK inhibitor project, CHO PERK-DD cells, SEAP luminescence, HTS; inhibition, % at 5.6 µM; Eukaryotic translation initiation factor 2-alpha kinase 3 (Homo sapiens), Q9NZJ5; AID 1416, 2008; CHO PERK-DD fusion, SEAP luminescence translation reporter; 220,000 compounds, 0.17% hits;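 active = inhibition above the mean inhibition of all tested compounds plus 3 SD, set separately per screening campaign, cut at about 2.9% in these data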;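 also: PERK kinase domain activated by AP20187 dimerizer at 100 nM; 0% = DMSO with dimerizer and 100% = rapamycin at 8.4 µM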
Runt-CBFb FRET = inhibitors of RUNX1 Runt–CBFb binding, primary screen, biochemical, FRET, Cerulean-Runt, Venus-CBFb, uHTS. 220,000 compounds, 0.46% hits. Cerulean-Runt/Venus-CBFb FRET ratio 530/480, 1 h. AID 1496, 2009. inhibition, % at 20 µM;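 active = inhibition over about 50% at 20 µM in the single-dose screen, limit read from the data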;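 also: 0% = DMSO wells and 100% = excess unlabeled CBFb competitor control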
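Assay system: Cerulean-tagged RUNX1 Runt domain (FRET donor) fusion protein / Amount: 100 nM each of Venus-CBFb and Cerulean-Runt domain / Medium: Tris buffer pH 7.5 with salts and BSA / Also added: Venus-CBFb 100 nM / Schedule: 1 h complex formation plus 1 h compound treatment, room temperature / Signal: FRET fluorescence / Read-out: loss of energy transfer signal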
PGE2 EP2 inh = human EP2 receptor antagonists, primary screen, TR-FRET cAMP, C6 glioma cells | Prostaglandin E2 receptor EP2 subtype (Homo sapiens), P43116 | C6 glioma cells expressing human EP2; cells stimulated with saturating PGE2 | inhibition, % at 25 µM | 260,000 compounds, 0.52% hits;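 active = percent inhibition above 40 after rounding to a whole number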;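 also: rat C6 glioma host cells with rolipram phosphodiesterase inhibitor present; the protocol text gives 20 µM as final concentration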
Target sequence (P43116 whole entry, looked up): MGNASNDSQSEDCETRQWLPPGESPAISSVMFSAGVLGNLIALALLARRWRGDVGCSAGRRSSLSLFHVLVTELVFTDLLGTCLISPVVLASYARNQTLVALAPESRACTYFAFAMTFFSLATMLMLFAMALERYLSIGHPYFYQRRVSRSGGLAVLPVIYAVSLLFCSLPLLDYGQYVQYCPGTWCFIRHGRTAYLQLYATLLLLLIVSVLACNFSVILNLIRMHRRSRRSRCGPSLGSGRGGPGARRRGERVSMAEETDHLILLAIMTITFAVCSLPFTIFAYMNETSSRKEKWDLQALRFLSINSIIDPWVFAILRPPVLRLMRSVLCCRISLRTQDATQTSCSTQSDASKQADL
EP2 modulator = EP2 receptor modulators, cAMP readout, primary screen, cell-based, HTRF cAMP, PGE2 stimulation; EP2-expressing cells, cAMP HTRF FRET, PGE2 co-stimulation; induction, % at 25 µM; 260,000 compounds, 0.83% hits;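 active = compounds whose cAMP rise, as percent of the full-agonist control response, exceeds 60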;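 also: rat C6 glioma line stably carrying human EP2 under a CMV promoter; the protocol text gives 20 µM as final concentration; 100% = response of wells given 1 µM PGE2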
Runt-SMMHC FRET = inhibitors of RUNX1 Runt–CBFb-SMMHC binding, primary screen, biochemical, FRET, Cerulean-Runt, Venus-CBFb-SMMHC, uHTS; inhibition, % at 20 µM; AID 1434, 2008; Cerulean-Runt/Venus-CBFb-SMMHC FRET ratio 530/480, 1 h; 220,000 compounds, 0.74% hits; Runt-related transcription factor 1 (Homo sapiens) + Core-binding factor subunit beta …;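 active = mean inhibition across duplicate retests at 20 µM reaching about 50%, limit read from the data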;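 also: 0% = DMSO wells and 100% = wells with excess untagged CBFb-SMMHC; inhibitors lower the FRET ratio by blocking Runt binding to CBFb-SMMHC; some results filed as inactive read as strong as hits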
* = called active by the depositor; nt = not tested or not shown; & = joins results of further samples. Only part of the results is shown; the hit share may differ from the screen's.

SMILES | L929 necroptosis | TNF necrop inh | Hck Nef HTS | RBBP9 inhibitor | PERK inh | Runt-CBFb FRET | PGE2 EP2 inh | EP2 modulator | Runt-SMMHC FRET
CC1(O)C[C@]2(C)N(O)C3CCCC[C@@H]3N2O1 (stereo partly drawn) | -0.3 | -0.5 | 0 | 2 | -0.9 | 0 | 6 | 14 | -3
Cc1ccc(-n2c(O)c(C=NCc3ccccn3)c(=O)[nH]c2=S)cc1 | 0.3 | -5.7 | 8 | -10 | 0.5 | -1 | 16 | -7 | -2
CC1(C(O)(C#CCN2CCCCC2)c2ccccc2)CCCC1 (stereo not drawn) | 0.3 | 1.7 | 7 | 1 | 0.1 | -3 | 11 | -17 | 3
Cc1nnc2ccc(N3CCN(C)CC3)nn12 | 1.1 | 1.0 | 0 | -2 | 0.9 | 1 | 13 | 12 | 23
CN1C2CCC1/C(=C/c1ccccn1)C(=O)/C2=C\c1ccccn1 | 40 | -0.8 | 8 | -2 | -1.0 | 0 | 23 | -81 | 1
Cn1c(O)c(C2=NNC(c3ccc(Cl)cc3)C2)c(=O)n(C)c1=O (stereo not drawn) | 1.0 | -0.4 | -4 | -7 | -0.4 | 1 | 17 | -9 | -4
COCc1cc(OC(=O)N(C)C)nc2c1c(C)nn2C | 0.1 | -1.1 | 10 | -5 | 1.0 | -1 | 3 | -17 | 2
COc1ccc([N+](=O)[O-])cc1N=Cc1c(O)n(CCc2ccccc2)c(=O)n(C(C)C)c1=O | 1.9 | -2.2 | -1 | -14 | 0.0 | -12 | 7 | 38 | -28
CS(=O)(=O)NCc1nnc2n1-c1ccc(Cl)cc1C(c1ccccc1)=NC2 | 0.2 | 0.8 | 3 | 2 | 0.5 | -2 | 1 | 25 | -1
CCOC(=O)C(=CNc1ccc(C(O)(C(=O)OCC)C(F)(F)F)cc1C)C(=O)OCC (stereo not drawn) | 0.2 | 2.9 | 2 | -6 | -0.9 | -11 | 10 | -56 | -3
CCC1CCCCN1CC(=O)c1ccc(OC(F)F)cc1 (stereo not drawn) | 0.0 | 0.5 | 0 | -5 | -0.1 | -2 | 11 | 2 | -2
COc1ccc(NC(=O)c2cn(CCC#N)nc2-c2ccc([N+](=O)[O-])cc2)cc1 | 1.6 | 0.9 | 17 | 0 | 0.2 | -2 | 3 | -5 | -9
c1ccc2c(c1)[nH]c1cnccc12 | 4.3 | -2.1 | 3 | -4 | 0.3 | 3 | 13 | 0 | 11
COc1ccc(O)c(C(C)(C)C)c1 | 8.8 | 1.2 | 22 | -3 | 0.6 | 0 | 14 | 19 | 0
O=C1NC(=O)N(Cc2ccco2)C(=O)/C1=C/c1ccc(-c2cccc([N+](=O)[O-])c2)o1 | 0.0 | 0.0 | 52* | -3 | 0.8 | 35 | 19 | -66 | 32
C=CCn1c(O)c(C(CC)=NCc2cc(OC)cc(OC)c2)c(=O)[nH]c1=O | -1.6 | -9.2 | 3 | -4 | -0.9 | -1 | 6 | 6 | 0
CCN1CCN(C(=O)Cc2coc3cc(C)cc(C)c23)CC1 | -0.7 | -0.4 | 7 | 3 | 1.0 | 0 | 8 | 15 | -1
CCCn1cc(CN2CCCC(C(=O)c3cccc(OC)c3)C2)c(C)n1 (stereo not drawn) | -0.6 | 1.5 | 14 | -3 | -0.6 | 0 | 7 | -18 | 3
CCN1CCN(C(c2cccs2)C(C)NC(=O)Oc2ccccc2)CC1 (stereo not drawn) | -0.3 | 1.2 | 7 | 0 | 2.3 | 3 | 11 | 13 | -8
C=C(C)CSc1nnc([C@@H](N)Cc2ccccc2)o1 | 0.6 | 5.0 | -13 | 8 | 1.1 | -1 | 5 | 7 | -6
O=S(=O)(c1ccccc1)N1CCCCC1c1cccnc1 (stereo not drawn) | 0.1 | -0.8 | 2 | -7 | -0.3 | 0 | 7&7 | -2&0 | -1
COc1ccc(CCNC(=O)c2c(N)n(CCN3CCOCC3)c3nc4ccccc4nc23)cc1 | 4.5 | 0.4 | 47 | -2 | -0.8 | 67* | 1 | -20 | 83*
C[n+]1c(-c2ccccc2)cc(-c2ccc(Cl)cc2)cc1-c1ccccc1 | 1.2 | -0.5 | -12 | -6 | -0.3 | 0 | 8 | -13 | 3
OC1(c2cccnc2)CC2CCC(C1)N2Cc1nnnn1Cc1ccccc1 (stereo not drawn) | 1.6 | 0.3 | 2 | 3 | -0.2 | -2 | nt | -7 | -2
CC1=CC(=C2C(=O)NC(=O)NC2=O)C=C(C(F)(F)F)N1C(C)C | 0.6 | -0.4 | 0 | -3 | 0.0 | 0 | 4 | 23 | -2
O=c1[nH]c(=O)n(-c2ccccc2)c(O)c1/C=C1/C(c2ccccc2)=Nc2ccccc21 | 0.8 | -5.5 | 10 | -5 | -0.2 | -26 | 23 | -57 | -18
OC(c1ccccc1)(c1ccccc1)c1ccncc1 | -0.4 | 0.0 | 0 | -5 | 0.6 | 0 | 7 | 26 | -2
CCOC(=O)C(O)(c1ccc(N(C)C(=O)c2ccc(Cl)c(Cl)c2)cc1)C(F)(F)F (stereo not drawn) | 0.8 | 2.9 | 1 | -6 | -1.1 | -3 | 2 | -12 | 4
CCOC(=O)c1c(C)n(Cc2ccccc2)c2ccc(OCC(O)Cn3nc(C)cc3C)cc12 (stereo not drawn) | -0.4 | 0.9 | 5 | -8 | -1.5 | -8 | 11 | 38 | -10
CC(C)C1(C)N=C(c2nc3ccccc3cc2C(=O)O)NC1=O (stereo not drawn) | 0.2 | -2.1 | 2 | -4 | 0.8 | 0 | 7 | 2 | 0
Cc1nc2c(C(=O)N3CCC4(CC3)OCCO4)cnn2c(C)c1Cc1cccc(Cl)c1 | -1.0 | -1.5 | -13 | -5 | 0.9 | -2 | 2 | -26 | 0
COc1ccc(C(=O)O/N=C(/C(N)=O)P(=O)(OC(C)C)OC(C)C)cc1 | -0.6 | -4.3 | -82 | -6 | 0.0 | -1 | 15 | -10 | -3
CNC(=S)N1CC2CC(C1)c1cccc(=O)n1C2 (stereo not drawn) | 1.1 | 0.2 | -4 | -1 | 1.4 | 0 | 7 | 2 | -4
CCOC(=O)C1C(=O)NC23CCCC2C1c1ccccc1O3 (stereo not drawn) | 0.4 | -0.1 | -1 | -2 | 0.1 | -2 | 15 | -2 | 3
CCOc1ccc(-c2c(C)n(-c3ccc(OCC)cc3)c3[n+]2CCCCC3)cc1 | 15 | -22 | -7 | -2 | -2.3 | 0 | 17 | -31 | -1
CSc1ccc(CN2CCN(C(=O)COc3ccc(C)cc3)CC2)cc1 | -0.3 | -1.5 | 16 | -3 | 0.6 | -3 | 10 | -54 | 0
Cn1cccc1/C=C1/C(=O)NC(=O)N(Cc2ccc(F)cc2)C1=O | -0.2 | -3.9 | 3 | -7 | -2.0 | 8 | 12 | -72 | 10
CCC(=NCCCN(CC)CC)c1c(O)n(-c2ccccc2)c(=O)[nH]c1=O | 0.0 | -1.5 | 0 | -8 | 0.2 | 0 | 11 | 3 | -3
O=C(Cn1ncc2c3ccccc3n(Cc3ccc(F)cc3)c2c1=O)N1CCC2(CC1)OCCO2 | -1.0 | -1.5 | 6 | -12 | -2.0 | -9 | 3 | 50 | -1
CCCCn1c(O)c(/C(CC)=N/N2CCCCC2c2cccnc2)c(=O)[nH]c1=S (stereo not drawn) | -0.7 | 1.2 | 1 | -7 | -0.9 | -5 | 2 | 6 | 0
CC12CC[C@H]3[C@@H](CCC4(O)C[C@H](O)CCC34/C=N/NC(=O)c3ccccc3F)C1(O)CCC2C1=CC(=O)OC1 (stereo partly drawn) | 0.4 | -1.0 | 21 | 0 | 1.2 | -1 | 3 | 20 | -3
COc1ccc(CN2C(=O)NC(=O)/C(=C\c3ccc(OC)c(OC)c3OC)C2=O)cc1 | 1.5 | 0.5 | 29 | -2 | -0.3 | 3 | 7 | -1 | 15
O=c1c2ccccc2[nH]c(=S)n1-c1ccc(Br)cc1 | -0.4 | 0.3 | 19 | -5 | 0.6 | 0 | 3 | -64 | -11
CN1CCN(c2ccc([N+](=O)[O-])c(NCC3CCCO3)c2)CC1 (stereo not drawn) | -0.4 | 0.4 | 2 | -3 | 0.1 | -2 | 5 | 3 | -4

Rewritten comma-delimited: seven of the compounds above.
structure,L929 necroptosis,TNF necrop inh,Hck Nef HTS,RBBP9 inhibitor,PERK inh,Runt-CBFb FRET,PGE2 EP2 inh,EP2 modulator,Runt-SMMHC FRET
CCC(=NCCCN(CC)CC)c1c(O)n(-c2ccccc2)c(=O)[nH]c1=O,0.0,-1.5,0,-8,0.2,0,11,3,-3
O=C(Cn1ncc2c3ccccc3n(Cc3ccc(F)cc3)c2c1=O)N1CCC2(CC1)OCCO2,-1.0,-1.5,6,-12,-2.0,-9,3,50,-1
CCCCn1c(O)c(/C(CC)=N/N2CCCCC2c2cccnc2)c(=O)[nH]c1=S (stereo not drawn),-0.7,1.2,1,-7,-0.9,-5,2,6,0
CC12CC[C@H]3[C@@H](CCC4(O)C[C@H](O)CCC34/C=N/NC(=O)c3ccccc3F)C1(O)CCC2C1=CC(=O)OC1 (stereo partly drawn),0.4,-1.0,21,0,1.2,-1,3,20,-3
COc1ccc(CN2C(=O)NC(=O)/C(=C\c3ccc(OC)c(OC)c3OC)C2=O)cc1,1.5,0.5,29,-2,-0.3,3,7,-1,15
O=c1c2ccccc2[nH]c(=S)n1-c1ccc(Br)cc1,-0.4,0.3,19,-5,0.6,0,3,-64,-11
CN1CCN(c2ccc([N+](=O)[O-])c(NCC3CCCO3)c2)CC1 (stereo not drawn),-0.4,0.4,2,-3,0.1,-2,5,3,-4
